# LYPLA1 inh = blocks human lysophospholipase 1, a PME1 counter-screen; inhibition, % at 5.9 µM; O75608; actives 0.16% (n = 320,000); AID 2174; recombinant LYPLA1, FP-Rh probe fluorescence polarization;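 active = inhibition above the mean of all tested compounds plus 3 SD, set per campaign, cut at about 14% in these data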;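 note: inhibitors block serine hydrolase probe labeling of LYPLA1 so polarization falls; 0% = enzyme with DMSO and 100% = wells lacking LYPLA1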
# PAFAH1B3 FP inh = PAFAH1B3 (human) inhibition; AID 492972; inhibition, % at 3.39 µM; Q15102; recombinant PAFAH1B3, FP-rhodamine probe, fluorescence polarization; actives 0.28% (n = 340,000);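 active = inhibition above the screen-wide average of all tested compounds plus 3 SD, cut at about 25% in these data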;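 note: 0% = enzyme with DMSO only and 100% = wells lacking PAFAH1B3 protein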
# Target sequence (Q15102 whole entry, looked up): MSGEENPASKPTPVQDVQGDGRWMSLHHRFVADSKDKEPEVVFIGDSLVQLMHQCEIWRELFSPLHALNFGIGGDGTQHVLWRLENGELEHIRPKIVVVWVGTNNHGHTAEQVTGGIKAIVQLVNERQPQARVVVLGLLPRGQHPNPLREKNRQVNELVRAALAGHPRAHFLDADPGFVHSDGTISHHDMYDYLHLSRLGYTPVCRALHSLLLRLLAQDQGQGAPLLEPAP
# GSTO1 inh = blocks human GSTO1 in RBBP9 counter-screen | P78417 | recombinant GSTO1, activity-based probe fluorescence polarization | inhibition, % at 5.96 µM | actives 1.1% (n = 300,000);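 active = inhibition above the campaign mean inhibition plus 3 SD, cut at about 35% in these data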;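 note: 0% = GSTO1-1 with DMSO and 100% = wells lacking GSTO1-1 enzyme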
# LYPLA2 counter = counter-screen for PME1 inhibitors: inhibitors of human LYPLA2. O95372. recombinant LYPLA2, FP-Rh probe fluorescence polarization. inhibition, % at 5.9 µM. actives 0.38% (n = 320,000). AID 2177;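 active = inhibition above the screen-wide mean plus 3 SD, limit set per campaign, cut at about 26% in these data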;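 note: 0% = LYPLA2 with DMSO and 100% = wells lacking LYPLA2 enzyme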
# PME-1 primary = PME-1 (human) inhibition; recombinant PME-1, FP-Rh probe fluorescence polarization; inhibition, % at 5.9 µM; actives 0.53% (n = 320,000);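 active = inhibition above the campaign mean of all compounds plus 3 SD, cut at about 26% in these data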;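 note: competitive labeling of PME-1 active site by serine hydrolase directed probe; 0% = PME-1 with DMSO and 100% = wells lacking PME-1 enzyme; inhibitors block probe labeling so polarization falls and inhibition rises; many of its hits are not listed in these tables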
# Target sequence (Q9Y570 whole entry, looked up): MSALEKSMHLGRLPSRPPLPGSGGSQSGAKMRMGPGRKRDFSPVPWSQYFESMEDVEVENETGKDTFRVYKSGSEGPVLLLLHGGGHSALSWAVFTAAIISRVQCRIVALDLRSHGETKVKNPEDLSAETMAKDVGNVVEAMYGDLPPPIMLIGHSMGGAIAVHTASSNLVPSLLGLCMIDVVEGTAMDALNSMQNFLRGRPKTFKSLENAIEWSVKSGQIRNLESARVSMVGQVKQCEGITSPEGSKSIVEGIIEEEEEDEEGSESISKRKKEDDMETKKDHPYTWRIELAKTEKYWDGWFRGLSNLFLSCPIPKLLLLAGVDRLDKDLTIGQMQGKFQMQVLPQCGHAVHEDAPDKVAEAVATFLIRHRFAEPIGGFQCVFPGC
# PAD4 FP inh = inhibitors of human PAD4 | Q9UM07 | recombinant PAD4, RCA probe fluorescence polarization | inhibition, % at 6.36 µM | actives 0.41% (n = 330,000);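 active = percent inhibition above a cutoff equal to the mean of all tested compounds plus 3 SD, cut at about 15% in these data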;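 note: 0% = PAD4 with RCA probe and DMSO and 100% = probe without PAD4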
# PAFAH1B2 FP inh = PAFAH1B2 (human) inhibition | AID 492953 | actives 1.2% (n = 340,000) | inhibition, % at 3.39 µM | recombinant PAFAH1B2, FP-rhodamine activity probe, fluorescence polarization;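 active = inhibition above the mean of all tested compounds plus 3 SD, cut at about 24% in these data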;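 note: 0% = enzyme with DMSO and 100% = wells lacking PAFAH1B2; many of its hits are not listed in these tables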
# pPAFAH inh = pPAFAH (human) enzyme inhibition; Q13093; recombinant pPAFAH, FP-rhodamine probe fluorescence polarization; inhibition, % at 3.39 µM; actives 1.5% (n = 330,000);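 active = inhibition above the mean inhibition across the screen plus 3 SD, cut at about 25% in these data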;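 note: inhibitors block binding of the rhodamine activity-based probe so polarization drops; 0% = enzyme with DMSO and 100% = wells lacking pPAFAH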
# Target sequence (Q13093 whole entry, looked up): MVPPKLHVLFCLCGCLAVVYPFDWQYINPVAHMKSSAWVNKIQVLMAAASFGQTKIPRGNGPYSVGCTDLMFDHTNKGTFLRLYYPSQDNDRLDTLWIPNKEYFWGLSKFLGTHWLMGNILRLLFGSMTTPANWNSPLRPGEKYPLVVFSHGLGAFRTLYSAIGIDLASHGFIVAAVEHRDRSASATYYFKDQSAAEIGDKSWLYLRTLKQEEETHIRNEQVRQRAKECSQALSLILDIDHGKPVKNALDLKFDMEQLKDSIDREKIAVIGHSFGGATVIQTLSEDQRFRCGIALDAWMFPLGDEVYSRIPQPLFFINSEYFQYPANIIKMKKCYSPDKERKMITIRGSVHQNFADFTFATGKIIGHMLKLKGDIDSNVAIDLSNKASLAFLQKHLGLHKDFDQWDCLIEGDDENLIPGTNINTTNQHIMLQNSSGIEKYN
# PREPL inh = inhibits the human prolyl oligopeptidase-like enzyme; Q4J6C6; recombinant PREPL, fluorescence polarization activity-based probe; inhibition, % at 5.96 µM; actives 0.68% (n = 320,000); AID 2751; in the data active = inhibition above about 43%;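 note: 0% = enzyme with DMSO and 100% = wells lacking enzyme; many of its hits are not listed in these tables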
# Starred values were filed as active, the others as inactive; x = not tested or not shown. An excerpt (hit frequency here may not be typical).
structure	LYPLA1 inh	PAFAH1B3 FP inh	GSTO1 inh	LYPLA2 counter	PME-1 primary	PAD4 FP inh	PAFAH1B2 FP inh	pPAFAH inh	PREPL inh
COc1cc(/C=N/O)ccc1OCc1ccc(Cl)cc1	2	x	2	10	-4	0	x	3	24
O=C(NCC1CCCCC1)c1ccc(Cl)nc1	0	0	8	2	-3	-4	3	6	-4
O=C(CN1C(=O)c2ccccc2S1(=O)=O)c1ccc(O)c(O)c1	2	11	17	0	6	1	2	5	2
C=CCc1c(C)nc(SCC(=C)C)[nH]c1=O	0	4	-7	5	1	0	4	6	1
CC1CCc2nn(CC(=O)NCCN3CCOCC3)cc2C1 (stereo unspecified)	3	10	5	-6	-7	0	8	5	2
Cc1ccc(-n2c(C)cc(C(=O)OCC(=O)N(CC(C)C)C3CCS(=O)(=O)C3)c2C)cc1 (stereo unspecified)	2	3	0	1	-6	-5	1	16	9
O=C(Cn1cnc2ccccc2c1=O)Nc1nnc(SCc2ccc(Cl)cc2)s1	-3	0	-3	2	-7	-2	11	3	-10
O=C1NC(c2ccc(F)cc2)Oc2ccccc21 (stereo unspecified)	0	10	1	3	-1	-2	7	-1	-16
O=C(NC(O)C(=O)c1ccc(F)cc1)c1ccc(F)cc1 (stereo unspecified)	1	12	1	-1	3	2	0	-2	-2
Fc1ccccc1NC(=S)N1CCN(c2ccccn2)CC1	-5	10	2	2	-6	0	8	-1	-2
Cc1ccccc1NC(=O)C(NC1CCCCC1)C(C)C (stereo unspecified)	3	7	-6	10	3	-1	1	3	17
CC(=O)c1ccc(OCCCC(=O)Nc2cc(Cl)ccc2-n2cncn2)cc1	1	0	5	-1	0	-6	1	-5	-4
CCC(=O)Nc1nnc(SCC(=O)NC2CCCC2)s1	1	1	5	0	3	6	-7	1	-4
CCOc1cc(C2Nc3ccccc3NC3=C2C(=O)CC(C)(C)C3)ccc1O (stereo unspecified)	1	6	5	5	-2	-3	-2	4	-9
CCOC(=O)CSC1=C(C#N)C(c2sccc2C)C(C(C)=O)=C(C)N1 (stereo unspecified)	5	-2	-10	5	0	-4	1	6	1
Cc1ccc(-c2cc(C(F)(F)F)n3nc(C(=O)NCCCn4ccnc4)cc3n2)cc1C	-4	-1	-1	4	5	-1	2	8	-9
O=C(O)c1cccc2c1C(=O)N(C1CCCC1)C2	-4	5	-1	2	-5	-1	-2	1	-7
Cc1ccc(-n2c(SCC(N)=O)nnc2-c2cnccn2)cc1	-4	x	3	-8	1	3	x	0	6
C/C(=N\Nc1ccccc1C(=O)O)c1ccncc1	4	5	-1	-2	73*	-4	-2	4	1
O=C(Nc1nnc(C2CC2)o1)c1ccc(S(=O)(=O)N2CCc3ccccc3C2)cc1	-2	8	-7	-7	-6	-10	9	-2	3
CCc1cccc(NC(=O)c2cccc3c2C(=O)N(CC2CCCO2)C3)c1 (stereo unspecified)	-6	0	0	-1	-4	-2	2	1	-1
CCCN(C(=O)c1ccc2c(SCC(=O)O)c3c(nc2c1)CCC3)c1cccc(C)c1	1	-1	-17	6	3	-5	4	7	2
CCn1cc(C(=O)N2CC(C)CC(C)C2)c(=O)c2cc(S(=O)(=O)N3CCCC3)ccc21 (stereo unspecified)	-2	0	3	-4	-2	-6	2	-1	5
O=C(CN1CCN(Cc2ccccc2)CC1)NCc1ccc(Cl)cc1	2	5	9	2	5	2	5	7	17
CN(C)S(=O)(=O)c1ccc(C(=O)Oc2ccccc2)cc1	1	-2	9	7	0	-6	0	3	-5
Cc1cccc(NC(=O)CNC(=O)COc2ccc(-c3ccc(C#N)cc3)cc2)c1C	-20	-16	1	-10	-13	-3	-3	0	-9
O=C(/C=C/c1ccc2c(c1)OCO2)Nc1c(C(=O)O)[nH]c2ccccc12	-1	4	11	4	8	-2	9	17	2
CCOC(=O)N(NC(=O)C(O)(c1ccccc1)c1ccccc1)c1ccccc1	0	2	-1	2	1	-3	2	6	-2
CCCC(NC(=O)Cc1c(C)c2c(cc(C)c3c(C)coc32)oc1=O)C(=O)O (stereo unspecified)	1	1	1	9	-4	-3	0	-2	4
Cc1ccc(C(C)C)c(OCc2ccc(C(=O)N/N=C/c3ccc(C(=O)O)cc3)cc2)c1	-22	-31	-54	-19	-14	-3	-18	-12	-4
COC(=O)CC(=O)CSc1nc2c(cc1C#N)CCC2	1	2	9	1	-3	2	-2	3	4
O=C(NC1CCCC1)c1cccc(S(=O)(=O)N2CCCC2)c1	-2	2	x	0	-8	1	0	3	2
CN(C(=O)c1cccc(C#CC(C)(C)O)c1)C1CCCN(Cc2ccccc2F)C1 (stereo unspecified)	0	3	4	-1	0	-2	1	3	5
O=C(CC1C(=O)NCCN1Cc1ccccc1C(F)(F)F)NC1CCCC1 (stereo unspecified)	-1	4	1	9	2	-7	-4	4	9
CC(NS(=O)(=O)c1ccc2c(c1)OCCO2)c1ccccc1 (stereo unspecified)	1	6	-2	4	3	-1	27*	8	-3
COC(=O)c1ccc(OCC(O)CN2CCC(C)CC2)cc1 (stereo unspecified)	-3	-4	-5	-10	-8	3	-2	-3	7
CCOC(=O)c1nnn(-c2nonc2-n2cccc2)c1CN1CCCCC1	3	-1	-3	-1	-5	-3	5	-2	9
CNC(=S)N(Cc1cc2cc(C)cc(C)c2[nH]c1=O)C1CCCC1	1	-2	3	-4	6	-2	5	5	-5
CCN(CC)CCOC(=O)/C=C/c1ccccc1OC	2	6	0	8	0	-2	3	13	2
O=C(NCC1CCCO1)c1ccc2c(c1)S(=O)(=O)c1ccccc1C2=O (stereo unspecified)	1	11	-3	-1	-3	-4	3	3	-4
CCN(CC)S(=O)(=O)c1ccc(N2CCN(c3cccc(OC)c3)CC2)c([N+](=O)[O-])c1	-2	4	6	3	7	-4	5	6	8
NC(=O)COc1ccc(Cc2ncc(C(F)(F)F)cc2Cl)cc1	-1	-5	-1	1	-7	4	-1	2	6
COc1ccc(C(CNC(=O)c2ccc(S(=O)(=O)N(C)C)cc2)N2CCCC2)cc1 (stereo unspecified)	1	-4	9	-2	-3	0	0	3	-5
CCC(C)[C@H](NC(=O)NCc1ccco1)C(=O)O (stereo partly specified)	-4	8	-3	-2	2	-1	-1	4	1
CCOc1ccc(NC(=S)N/N=C(\C)Cc2ccc(OC)cc2)cc1	-1	-1	-1	-3	6	-2	2	-2	12
O=C(CSc1nnc(Cc2ccccc2)n1Cc1ccccc1)NCc1ccco1	1	8	2	6	-2	-1	19	2	-4
Cc1cccc(C(=O)NNC(=O)c2ccccc2C)c1	-1	4	-1	-1	6	-7	1	4	-4
Cc1cccc2nc3c(nc12)CCCC3	-1	11	-1	6	-7	-2	4	8	6
O=c1c(-c2ccco2)[n+]([O-])c2ccccc2n1OCc1c(F)cccc1F	0	1	15	2	-2	6	4	-6	16
COc1ccc(S(=O)(=O)N2CCCC(C(=O)NCC3CCCO3)C2)cc1C (stereo unspecified)	2	3	5	3	3	0	-2	-1	14
Cc1c(C=O)n(C)n(-c2ccccc2)c1=O	1	12	2	-5	0	-1	-5	2	-1
NC(=O)c1ccc(NC(=O)CN2CCN(S(=O)(=O)c3ccc4ccccc4c3)CC2)cc1	1	8	x	4	0	-1	0	-2	15
CCOc1ccc(N2CC(C(=O)Nc3ccc4c(c3)OCCO4)CC2=O)cc1 (stereo unspecified)	-6	-1	1	-2	-3	-1	-5	0	16
CCOC(=O)c1cnc(Nc2nc3ccccc3o2)nc1CSc1ncccn1	3	x	19	4	2	-4	x	7	-7
N#Cc1nc(COc2ccccc2)oc1NCCN1CCOCC1	-5	17	-7	-10	-4	1	1	2	6
CCN(CC)c1ccc2c(C)c(-c3ccc(N)cc3)c(=O)oc2c1	2	5	8	-2	9	-2	5	16	34
O=c1ccc(-c2ccc(S(=O)(=O)N3CCN(c4ccccc4)CC3)o2)n[nH]1	-7	5	4	-6	0	4	7	-6	-5
COc1ccc(-n2ncc3c2CC(C)(C)CC3NC(=O)Cc2nonc2C)cc1 (stereo unspecified)	1	-6	-6	2	-3	-4	-3	8	2
CCc1nc(SCC(=O)NCCc2ccc(OC)c(OC)c2)c2c(=O)n(C)c(=O)n(C)c2n1	0	7	5	-5	0	-2	3	2	0
CCOCCc1nnc(NC(=O)CS(=O)(=O)Cc2ccccc2)s1	0	9	-1	0	6	-4	11	-3	-9

# An excerpt of these results, with values under each structure:
# Value order: LYPLA1 inh, PAFAH1B3 FP inh, GSTO1 inh, LYPLA2 counter, PME-1 primary, PAD4 FP inh, PAFAH1B2 FP inh, pPAFAH inh, PREPL inh
Cc1cccc(C(=O)NNC(=O)c2ccccc2C)c1
 : -1, 4, -1, -1, 6, -7, 1, 4, -4
NC(=O)COc1ccc(Cc2ncc(C(F)(F)F)cc2Cl)cc1
 : -1, -5, -1, 1, -7, 4, -1, 2, 6

# The results go on:
structure	LYPLA1 inh	PAFAH1B3 FP inh	GSTO1 inh	LYPLA2 counter	PME-1 primary	PAD4 FP inh	PAFAH1B2 FP inh	pPAFAH inh	PREPL inh
COc1cc(OC)cc(C(=O)Nc2ccc(N3CCOCC3)cc2N2CCOCC2)c1	3	12	x	5	4	2	-1	2	7
C=CCn1c(NC(=O)c2ccc(Br)o2)c(S(=O)(=O)c2ccccc2)c2nc3ccccc3nc21	0	53*	65*	3	9	20*	17	6	2
Cc1ccc(NC(=S)NCc2ccccn2)cc1	2	1	0	13	4	0	-3	-2	0
CCNC(=S)Nc1ccc(OCc2nc3ccccc3s2)cc1	-4	7	-1	-2	2	2	6	10	-7
COC(=O)[C@@H](NCc1cccc(CN([C@H](C(=O)OC)C(C)C)S(C)(=O)=O)c1)C(C)C	1	2	1	0	4	-5	-1	-4	14
COc1ccc(S(=O)(=O)N(C)C[C@H]2Oc3ccc(NC(=O)Nc4ccc(C(F)(F)F)cc4)cc3C(=O)N([C@H](C)CO)C[C@@H]2C)cc1	x	-122	x	x	x	-12	-70	-40	0
Cc1cc(C)c(C(=O)N(C)C2CCCN(Cc3ccccc3F)C2)o1 (stereo unspecified)	-3	5	2	1	-2	0	0	2	1
N#CCC(=O)Nc1ccc(C(=O)OC(C(=O)Nc2cc(C(F)(F)F)ccc2Cl)c2ccccc2)cc1 (stereo unspecified)	-21	-50	-72	-56	-49	1	-27	1	-1
CCCCSc1nnc(CSc2ncccn2)n1C	4	9	8	4	-5	-3	-3	-3	5
Cc1cccc(N2CCN(C(=O)CCN3C(=S)NC(C)(C)CC3C)CC2)c1C (stereo unspecified)	1	4	4	0	4	0	-1	2	12
COCCNC(=O)c1onc(CSc2cc(C)ccc2C)c1C(=O)O	1	8	1	6	0	0	2	5	-1
CCC1(C(=O)O)NC(c2cc(OC)ccc2O)C2C(=O)N(Cc3ccccc3)C(=O)C21 (stereo unspecified)	-1	9	12	2	1	-1	4	3	-2
O=C(c1cnn2c(C(F)(F)F)cc(-c3ccc4c(c3)OCO4)nc12)N1CCCC1	4	3	2	9	6	-2	4	5	9
CCCCCC1CC(CC(=O)Nc2ccc([N+](=O)[O-])cc2)C(=O)O1 (stereo unspecified)	1	2	13	36*	-4	-4	6	1	-15
CCCNC(=O)CSc1ccc(S(=O)(=O)N2CCCC2)cn1	-5	6	x	-11	-1	3	4	-1	17
COc1ccc(/C=N/NC(=O)CCc2n[nH]c(=O)[nH]c2=O)cc1OC	4	-3	0	8	-8	1	2	2	-2
COc1cccc(CNC(=O)c2ccc3nc[nH]c3c2)c1	0	2	-4	3	4	-3	0	5	-3
